Compound activity deposited in PubChem BioAssay by National Center for Advancing Translational Sciences (NCATS).
Cycloheximide cs – affects cycloheximide protein synthesis inhibition readout, counter-screen; 12% of 300,000 active; max response, %; cell reporter, cycloheximide protein synthesis inhibition counterscreen; AID 2314; in the data active = max response mostly above about 13%, no sharp cut-off; inactive = mostly below about 14%; also: read at 38.3 µM for the half of the compounds with a filed dose; 0% is about no effect
AMA1 RON2 block – AMA1-RON2 (P. falciparum) interaction inhibition; AlphaScreen AMA1-biotinylated RON2 peptide binding; 0.2% of 360,000 active; AID 720542; Potency, µM (top dose mostly 58.2 µM), for the others: at the highest dose activity change, negative = inhibition, hits mostly inhibitors;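 also: potency is read from the fitted curve at half-maximal effect; 0% = vehicle wells and -100% = peptide control; nearly all actives have a fitted effect of over 45% in size; some results filed as inactive show a strong effect at the top dose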
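AMA1 (3D7) with his tag at 25 nM final met compounds first, then biotinylated RON2 peptide at 25 nM; detection used donor plus acceptor beads, 10 µg/mL apiece, read by AlphaScreen after 30 min at room temperature.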
Giardia FBPA inh – inhibitors of Giardia lamblia fructose-1,6-bisphosphate aldolase; Potency, µM (highest dose often 59.6 µM), inactives show at the highest dose activity, negative = inhibition, usual class: inhibitors; AID 2451; purified Giardia FBPA; A8B2U2; 0.71% of 290,000 active; also: potency is read from the fitted curve at half-maximal effect; % is scaled to controls: 0 for no effect and ±100 for the full control effect; nearly all actives have a fitted effect of over 55% in size
Target sequence (A8B2U2 whole entry, looked up): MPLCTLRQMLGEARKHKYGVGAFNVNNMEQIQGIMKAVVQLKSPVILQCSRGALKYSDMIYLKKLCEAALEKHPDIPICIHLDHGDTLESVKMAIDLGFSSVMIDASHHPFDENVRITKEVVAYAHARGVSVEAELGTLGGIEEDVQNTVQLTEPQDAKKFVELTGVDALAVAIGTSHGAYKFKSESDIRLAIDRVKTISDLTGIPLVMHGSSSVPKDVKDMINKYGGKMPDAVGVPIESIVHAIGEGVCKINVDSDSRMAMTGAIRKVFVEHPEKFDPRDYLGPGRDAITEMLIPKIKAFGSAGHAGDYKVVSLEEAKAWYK
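Giardia FBPA (40 nM reagent) was preincubated 10 min at RT with compound (up to 57.5 uM final), then substrate plus GAPDH/TPI/NAD/arsenate coupling system with diaphorase/resazurin was added; resorufin fluorescence (525/598 nm) was read after 20 min.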
AmpC no deterg – inhibitors of E. coli AmpC beta-lactamase without detergent; P00811; AmpC nitrocefin hydrolysis, absorbance 480 nm, 0.0001% Triton; Potency, µM (doses to about 57.1 µM), without a hit: at the top dose activity change, negative = inhibition, usual class: inhibitors; 0.52% of 330,000 active;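 also: potency is read from the fitted curve at half-maximal effect; plate controls were no compound for no effect and no enzyme for full effect; nearly all actives have a fitted effect of over 20% in size; some results filed as inactive show a strong effect at the top dose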
Target sequence (P00811 whole entry, looked up): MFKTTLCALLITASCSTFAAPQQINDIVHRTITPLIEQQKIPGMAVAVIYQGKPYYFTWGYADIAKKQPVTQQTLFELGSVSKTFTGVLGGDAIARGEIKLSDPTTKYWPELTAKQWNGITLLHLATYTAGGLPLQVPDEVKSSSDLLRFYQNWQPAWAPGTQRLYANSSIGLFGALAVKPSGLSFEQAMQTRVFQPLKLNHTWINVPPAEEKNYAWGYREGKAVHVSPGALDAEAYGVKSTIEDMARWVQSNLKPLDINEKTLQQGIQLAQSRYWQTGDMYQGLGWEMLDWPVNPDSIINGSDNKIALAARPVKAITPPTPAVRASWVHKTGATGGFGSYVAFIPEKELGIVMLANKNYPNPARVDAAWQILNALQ
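AmpC (5.3 nM in the dispensed reagent) in 20 mM phosphate pH 7.0 with 0.01% (detergent screen) or 0.0001% Triton X-100 was preincubated with compounds for 15 min at room temperature. Nitrocefin was then added from an 800 uM solution, and hydrolysis was followed at 480 nm.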
Shiga toxin inh – Shiga toxin inhibition; inhibition, % at 38.7 µM; AID 2315; 9.2% of 290,000 active; Vero cells, Shiga toxin protein synthesis inhibition reporter; in the data active = inhibition mostly above about 28%, no sharp cut-off; inactive = mostly below about 43%; also: 0% is about no effect
HCMV antiviral – human cytomegalovirus inhibition | HFF cells, HCMV-luciferase reporter, 72 h; stronger effect = lower value | activity change, negative = inhibition, % at 57.5 µM | 4.5% of 410,000 active | AID 1259415; in the data active = activity change below about -60%; inconclusive = no clear call, values can overlap the other calls; inactive = above about -39%; also: % is scaled to controls: 0 for no effect and ±100 for the full control effect
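Inhibition of viral replication was scored as loss of reporter luminescence in HFFs infected with HCMV-luciferase (MOI 1 PFU/cell) for 72 h; compounds tested at 2 doses, normalized to buffer and Salinomycin controls.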
AmpC inh detg – blocks E. coli AmpC beta-lactamase in detergent assay. P00811. AID 485294. AmpC hydrolysis of nitrocefin, absorbance 480 nm, 0.01% Triton. Potency, µM (series often up to 114 µM), without a hit: at the top dose activity change, negative = inhibition, hits mostly inhibitors. 0.041% of 370,000 active;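 also: potency is read from the fitted curve at half-maximal effect; 0% = no-compound wells and -100% = no-enzyme wells; nearly all actives have a fitted effect of over 25% in size; some results filed as inactive show a strong effect at the top dose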
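AmpC (5.3 nM in the dispensed reagent) in 20 mM phosphate pH 7.0 with 0.01% (detergent screen) or 0.0001% Triton X-100 was preincubated with compounds for 15 min at room temperature. Nitrocefin was then added from an 800 uM solution, and hydrolysis was followed at 480 nm.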
Active calls of the source: *; ? = inconclusive; · = not tested or not shown; [ ] = dose if it differs, or a comment. Unless noted, calls follow the shape of the dose curve; as a rule, active = well fitted curve in the direction sought with a large enough effect; inconclusive = small, poorly fitted or top-dose-only effect, or another doubt; inactive = no such curve, though single readings can be large; an effect the other way counts as inactive or inconclusive.

SMILES	Cycloheximide cs	AMA1 RON2 block	Giardia FBPA inh	AmpC no deterg	Shiga toxin inh	HCMV antiviral	AmpC inh detg
CC(C)Nc1nc(Cl)nc(Nc2ccccc2)n1	39*	-1%	16%	-25%	53*	39	1%
CC(Sc1nc2ccccc2c(=O)n1CC1CCCO1)C(=O)NC(C)c1ccccc1 (stereo unspecified)	·	8%	·	-7%	·	-8	0%
COc1ccccc1OCC(=O)OCC(=O)Nc1ncc(Cl)cc1Cl	-2	-1%	7%	-33%	-21	-3	-3%
Cc1[nH]nc2c1C1(CCC3(CC1)OCCO3)C(C#N)=C(N)O2	-2	14%	-1%	0%	-8	10	1%
Cc1ccc(/C=N/NC(=O)c2cc(-c3ccc(C)o3)[nH]n2)cc1	-5	27%	10%	-56%	-1	14	?
c1coc(CSc2ncnc3c2oc2ccccc23)c1	57*	?	2%	-2%	85*	18	2%
CCn1c(CN2CCCCCC2=O)nnc1SCc1cnc(-c2ccccc2)s1	17	13%	4%	59%	20	0	-15%
COc1ccc(OCC(=O)N/N=C/c2ccc(OC)c(OC)c2C(=O)O)cc1	-9	-6%	15%	-22%	-12	-17	3%
CCN1CCN(S(=O)(=O)c2ccc(Cl)c(C(=O)NCc3nc4ccccc4[nH]3)c2)CC1	·	15%	·	-35%	·	-37	·
O=C(NS(=O)(=O)Nc1ccc(Cl)cc1)c1c[nH]c2ccccc12	-4	-9%	8%	-10%	-11	-8	-14%
CCCCOC(=O)CNc1nnc(SCC(=O)OCC)[nH]c1=O	8	13%	8%	-18%	-6	-33	?
Cc1ccccc1N=C1NN=C(c2ccccc2F)CS1	49*	52%[activator]	-6%	-19%	37*	52	-12%
C1CCN(c2c3c(nc4nnnn24)CCCC3)CC1	1	0%	·	-15%	-20	-64*	-15%
O=C(c1cc2c(ccc3ccccc32)oc1=O)N1CCN(CCO)CC1	-1	-5%	3%	-9%	10	7	?
O=C(Cc1ccc(F)cc1)Nc1nccs1	2	0%	6%	-17%	2	3	2%
CCCCNC(=O)c1ccc(CNS(=O)(=O)c2ccc(Br)cc2)cc1	-4	-1%	4%	-40%	-5	13	-13%
Cc1cc(=O)oc2c(CN3CCCC3)c(O)c(Cl)cc12	-5	-4%	-22%	-2%	-6	33	12%
Nc1cc(N)nc(SCC(=O)NC2CCCCCCC2)n1	·	20%	·	-16%	·	-1	-16%
Cc1cccc(NC(=O)c2c([N+](=O)[O-])cnn2C)c1	4	15%	-14%	-19%	·	-14	-6%
CCN(CC)S(=O)(=O)c1ccc(N=NC2=C(O)CC(C)(C)CC2=O)cc1	-2	-16%	-11%	-23%	-1	-37	-13%
CCN1c2ccccc2-c2nc3ccccc3n2C1c1ccccn1 (stereo unspecified)	2	15%	-1%	-7%	33	-17	-9%
COc1ccc(C(=O)NNC(=O)C(=O)Nc2cccc3ccccc23)cc1	-11	110%[activator]	0%	-9%	-5	-10	-6%
Fc1ccc(-[n+]2nc(Nc3ccccc3)sc2-c2cccc(Cl)c2Cl)cc1	-4	83%[activator]	-1%	-58%	-9	-2	-13%
CC(CNS(=O)(=O)c1ccc2c(c1)NC(=O)CCS2)c1ccccc1 (stereo unspecified)	10	-9%	·	-19%	17	0	1%
CC(=O)c1c(COC(=O)c2ccc(C)cc2)nc2ccccc2[n+]1[O-]	-1	-11%	6%	-14%	-9	34	-4%

The results go on:
SMILES	Cycloheximide cs	AMA1 RON2 block	Giardia FBPA inh	AmpC no deterg	Shiga toxin inh	HCMV antiviral	AmpC inh detg
CCOC(=O)c1sc(=NC(=O)c2cccc(C)c2)n(C)c1C	24*	9%	3%	-21%	123*	215	1%
Cc1ccccc1C(=O)NC1CCN(C(=O)N(c2ccccc2)c2ccccc2)CC1	0	-12%	4%	55%	21	12	-1%
COC(=O)c1ccccc1-n1c(C)nc2ccccc2c1=O	-3	1%	1%	-11%	14	?	-7%
COCCSc1ccccc1C(=O)N1CCN(Cc2ccc3c(c2)OCO3)CC1	6	-1%	0%	57%	-8	-28	0%
Cc1ccc(C)c(C(=O)COC(=O)c2c(-c3ccccc3)noc2C)c1	·	10%	·	-15%	·	-24	-22%
COc1cccc2c(=O)n(CC(=O)NC3CCCC3)ccc12	24*	12%	-3%	-8%	49	-8	?
CCN1CCN(c2ccc(Cl)cc2NC(=O)c2ccco2)CC1	·	0%	·	-7%	·	1	7%
O=C(NCC1CCCO1)c1cc(-c2ccco2)nc2ccccc12 (stereo unspecified)	-2	-20%	0%	-19%	1	66	-15%
COC(=O)c1cc(C#N)c(N2CCN(C)CC2)nc1C	-3	2%	5%	-16%	19	6	-12%
O=C(Cc1ccccc1)NN1C(=O)C2C(C1=O)C1C=CC2C12CC2 (stereo unspecified)	-1	6%	3%	-16%	-6	56	-13%
COc1ccc(CCNC(=O)C(=O)NCC2OCCN2S(=O)(=O)c2ccc(OC)c(OC)c2)cc1 (stereo unspecified)	4	-5%	6%	103%[activator]	17	11	?
O=C(/C=C/c1ccccc1)NCC(=O)N/N=C/c1cccs1	8	-13%	·	183%[activator]	-8	6	7%
COc1cc(C2C(C(=O)c3ccco3)=C(O)C(=O)N2CCc2ccccc2)ccc1O (stereo unspecified)	-4	22%	2%	-27%	-14	-30	4%
CS(=O)(=O)c1cnc(-c2ccccc2)nc1Oc1ccc(F)cc1	1	-6%	0%	?	13	-29	2%
COc1cccc(/C=N/NC(=O)c2ccccc2N(Cc2ccccc2)S(=O)(=O)c2ccccc2)c1OC	1	-29%	-4%	11%	32	-38	?
COc1ccc(/C=C/C(=O)OCC(=O)NCc2ccccc2Cl)cc1OC	·	-5%	·	19%	·	16	·
CC(C)(C)NC(=O)CN1CCC(O)(c2ccc3c(c2)OCO3)CC1	-5	0%	5%	3%	-5	0	?
CCCCC(=O)NC1(C(F)(F)F)NC(=O)N(Cc2ccccc2)C1=O (stereo unspecified)	-8	8%	-3%	-6%	2	-15	-6%
COC(=O)CC1C(=O)NCCN1C(=O)CSc1nnnn1-c1ccc(Cl)cc1 (stereo unspecified)	13	16%	8%	7%	15	-27	5%
O=C(CNC(=O)c1ccccc1)N/N=C/C=C/c1ccccc1	-2	10%	3%	-11%	-6	-19	1%
Cc1nn(Cc2ccccc2)c(Cl)c1C(=O)OCC(=O)N1CCCC1	7	8%	13%	100%[activator]	22	18	0%
CCC(C)CCN1C(N(C)C)=NC[C@@H]1CC(C)C (stereo partly specified)	·	24%	·	1%	·	-6	-9%
Cc1ccc(S(=O)(=O)N2CCC(C(=O)OCC(=O)NC3(C#N)CCCCC3)CC2)cc1C	·	4%	·	33%	·	-17	0%
CCn1c(C)nc2cc(C(=O)NNS(=O)(=O)c3c(F)cc(F)c(Cl)c3F)ccc21	7	-16%	-6%	-42%	-19	-3	5%
O=C(CCc1ccccc1Cl)Nc1cccc(S(=O)(=O)N2CCCC2)c1	-2	3%	·	-6%	15	-4	4%

Continuation:
SMILES	Cycloheximide cs	AMA1 RON2 block	Giardia FBPA inh	AmpC no deterg	Shiga toxin inh	HCMV antiviral	AmpC inh detg
COc1ccc(N(CC(=O)NCCSC2CCCCC2)S(=O)(=O)c2ccccc2)cc1OC	-1	4%	·	118%[activator]	20	12	1%
O=C(OCC(=O)N1CCCCC1)c1cc(=O)[nH]c2ccccc12	·	22%	·	-12%	·	-19	·
CCC(N1CCOC1=O)S(=O)(=O)c1ccc(C)cc1 (stereo unspecified)	-2	8%	14%	-10%	-22	-32	-1%
COc1ccc(Oc2ncc(CN3CCN(c4ccccc4)CC3)s2)cc1	0	-8%	0%	66%[activator]	24	-12	-9%
O=C(Nc1nc2c(c(=O)[nH]1)CCCC2)C1CC1	-6	6%	1%	-6%	7	67	-3%
COCCCNC(=O)CC1C[C@H](C(=O)N2CCCCC2)[C@@]2(CCc3ccccc3)c3[nH]c4ccc(OC)cc4c3CCN2C1=O (stereo partly specified)	·	-1%	·	5%	·	-26	·
COc1cc2[nH]c(C(=O)N3CCc4ccccc4C3)cc2c(OC)c1OC	2	-5%	·	65%[activator]	-5	16	0%
N=c1n(CCN2CCOCC2)c2ccccc2n1Cc1ccccc1Br	-2	-3%	-3%	-1%	-6	-28	-3%
Cc1nc(Nc2nc(CSc3ccc(Cl)cc3)cc(=O)[nH]2)nc2ccccc12	7	-1%	-2%	-15%	-15	-17	4%
CC1Cc2ccccc2N1S(=O)(=O)c1ccc(Cl)nc1 (stereo unspecified)	1	-2%	-4%	-18%	16	0	2%
O=C(Nc1ncc([N+](=O)[O-])s1)c1cccc([N+](=O)[O-])c1	43*	0%	?	-8%	105*	-99*	10%
COc1cccc(C2C3=C(N=c4s/c(=C\c5cccc(O)c5)c(=O)n42)c2ccccc2CC3)c1OC (stereo unspecified)	-1	-2%	-2%	-51%	-6	-96*	-11%
CNC(=O)c1c[nH]c2ccc(S(=O)(=O)Nc3cccc(SC)c3)cc2c1=O	-2	11%	17%	-54%	-4	-31	-13%
COc1ccc(C(CNCC(O)COc2c(C)ccc(C)c2C)N(C)C)cc1 (stereo unspecified)	-4	-14%	?	26%	-5	-4	-18%
CC(=O)c1cc2c(cc1N)OCO2	8	-2%	?	-14%	-9	51	-2%
COc1cc(/C=N/Nc2cc(C)nc(NS(=O)(=O)c3ccc(C)cc3)n2)ccc1O	-5	34%[activator]	2%	-40%	-9	12	4%
O=C(CN1C(=O)NC2(CCCCC2)C1=O)Nc1ccccc1Cl	-3	46%[activator]	11%	-10%	5	1	?
Cc1cc(N2C3CCC2CC(O)(c2ccc(F)cc2)C3)nc(-c2ccccc2)n1 (stereo unspecified)	-3	25%	1%	-13%	-8	-30	1%
Cc1nc2c(C)cccc2c(SC(=N)N)c1CC=C(Cl)Cl	1	?	-20%	-35%	2	14	6%
Cc1cc(C(=O)OCC(=O)NC2CCCCC2)c(C)o1	-2	-11%	3%	0%	-15	-3	?
Cc1cccc(OCCCN2CCCCCC2)c1	1	-6%	-23%	-1%	-10	28	-1%
CCN(CC)C(=O)/C(=C\c1ccc2c(c1)OCO2)NC(=O)c1ccc(Br)cc1	-2	5%	3%	-33%	16	-1	-3%
COCc1cc(C)nc(N)c1C#N	-5	14%	2%	-7%	-46	26	-8%
COc1ccc(N2CCN(C(=O)c3oc4ccccc4c3C)CC2)cc1	13	14µM*	1%	5%	-5	12	-14%

Compound profiles, as listed above:
Shown for CCCCC(=O)NC1(C(F)(F)F)NC(=O)N(Cc2ccccc2)C1=O (stereo unspecified) → Cycloheximide cs = -8; AMA1 RON2 block = 8%; Giardia FBPA inh = -3%; AmpC no deterg = -6%; Shiga toxin inh = 2; HCMV antiviral = -15; AmpC inh detg = -6%
Shown for O=C(CNC(=O)c1ccccc1)N/N=C/C=C/c1ccccc1 → Cycloheximide cs = -2; AMA1 RON2 block = 10%; Giardia FBPA inh = 3%; AmpC no deterg = -11%; Shiga toxin inh = -6; HCMV antiviral = -19; AmpC inh detg = 1%
